# Assay outcomes from PubChem BioAssay.
# Runt-SMMHC FRET: inhibitors of RUNX1 Runt–CBFb-SMMHC binding, primary screen, biochemical, FRET, Cerulean-Runt, Venus-CBFb-SMMHC, uHTS; Runt-related transcription factor 1 (Homo sapiens) + Core-binding factor subunit beta …; Cerulean-Runt/Venus-CBFb-SMMHC FRET ratio 530/480, 1 h; inhibition, % at 20 µM; hit rate 0.74% among 220,000; AID 1434, 2008;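 active means mean inhibition across duplicate retests at 20 µM reaching about 50%, limit read from the data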;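 further: 0% = DMSO wells and 100% = wells with excess untagged CBFb-SMMHC; inhibitors lower the FRET ratio by blocking Runt binding to CBFb-SMMHC; some results filed as inactive read as strong as hits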
# Target sequence (Q01196 whole entry, looked up): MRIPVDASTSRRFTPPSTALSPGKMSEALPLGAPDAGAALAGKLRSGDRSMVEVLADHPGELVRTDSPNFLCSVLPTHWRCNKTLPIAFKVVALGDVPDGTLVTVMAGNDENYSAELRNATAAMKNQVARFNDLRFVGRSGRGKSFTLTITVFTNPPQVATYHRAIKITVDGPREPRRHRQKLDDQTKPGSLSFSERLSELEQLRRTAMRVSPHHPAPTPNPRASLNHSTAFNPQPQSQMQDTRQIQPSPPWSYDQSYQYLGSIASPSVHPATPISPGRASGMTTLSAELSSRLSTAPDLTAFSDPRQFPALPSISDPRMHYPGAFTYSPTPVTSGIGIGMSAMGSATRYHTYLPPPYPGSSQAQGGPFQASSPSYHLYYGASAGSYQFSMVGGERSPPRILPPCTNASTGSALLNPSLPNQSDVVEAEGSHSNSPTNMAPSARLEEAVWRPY
# Target sequence (Q13951 whole entry, looked up): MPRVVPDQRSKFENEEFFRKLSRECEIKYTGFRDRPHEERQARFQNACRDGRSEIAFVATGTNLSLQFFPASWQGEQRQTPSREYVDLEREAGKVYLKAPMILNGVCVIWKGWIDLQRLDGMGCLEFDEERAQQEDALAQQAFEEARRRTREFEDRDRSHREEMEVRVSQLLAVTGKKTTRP
# L929 necroptosis: inhibitors of zVAD-triggered necroptosis, primary screen, L929 cells; L929 zVAD necroptosis rescue, ATP luminescence, 24 h; with zVAD 60 µM; viability rescue, % at 10 µM; hit rate 0.38% among 220,000; AID 1377, 2008;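 active means activation, scaled between plate controls, above about 75%, limit read from the data; inactive means activation under that limit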;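 further: 0% = zVAD with DMSO and 100% = DMSO alone without zVAD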
# 14-3-3 Bad PPI: inhibitors of 14-3-3 zeta/Bad binding, primary screen, biochemical, TR-FRET, bovine 14-3-3 zeta. TR-FRET 14-3-3zeta/Dy647-pBad peptide displacement, 1 h. inhibition, % at 21.7 µM. hit rate 0.71% among 220,000. 14-3-3 protein zeta/delta (Bos taurus), P63103;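 active means inhibition above about 70%, limit read from the data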;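 further: 0% = full 14-3-3 plus peptide FRET controls and 100% = background without 14-3-3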
# Target sequence (P63103 whole entry, looked up): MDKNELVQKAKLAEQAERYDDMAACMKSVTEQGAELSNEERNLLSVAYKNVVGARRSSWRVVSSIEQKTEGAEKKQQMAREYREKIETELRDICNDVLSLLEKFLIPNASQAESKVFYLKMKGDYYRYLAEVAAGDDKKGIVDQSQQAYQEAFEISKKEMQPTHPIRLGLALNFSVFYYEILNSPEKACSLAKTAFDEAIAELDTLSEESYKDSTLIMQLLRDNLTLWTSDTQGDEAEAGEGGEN
# TbHK1 inh: Trypanosoma brucei hexokinase 1 inhibitors, primary screen, biochemical, G6PDH-coupled NADH absorbance, MLSCN library; recombinant TbHK1, G6PDH-coupled NADH A340; inhibition, % at 10 µM; hit rate 0.11% among 220,000; AID 1430, 2008;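 active means inhibition of 50% or more in the single-dose primary screen; inactive means inhibition below 50%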
# EBV gp42 inh: Epstein-Barr virus gp42 inhibitors, primary screen, biochemical, uHTS, fluorescence polarization. Fluorescence polarization binding assay, mP read-out. Glycoprotein 42 (Epstein-Barr virus (strain AG876)), Q1HVG2. inhibition, % (tested at 21.74 µM). hit rate 0.42% among 220,000; in the data active means inhibition above about 50%
# Hck Nef HTS: inhibitors of Nef-activated human Hck kinase, primary screen, biochemical, Z-Lyte FRET, 384-well, Hck-YEEI. hit rate 0.68% among 220,000. Recombinant Hck-YEEI plus Nef, Z-Lyte FRET kinase assay. inhibition, % at 20 µM. AID 463187, 2010. Tyrosine-protein kinase HCK (Homo sapiens), P08631;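 active means Hck-Nef kinase inhibition above about 50%, limit read from the data; inactive means inhibition below that limit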;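 further: 0% = DMSO with Hck plus Nef and 100% = Hck alone without Nef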
# Mdm2 ligase inh: MDM2-luciferase reporter signal enhancers, primary screen, MDM2 E3 ligase inhibitor project, cell-based, luminescence, 1536-well. cell-based MDM2 ubiquitination luciferase reporter, 2 h; 0 = plate control, 100 = twice control, blank-subtracted. signal enhancement, % at 5 µM. hit rate 0.11% among 210,000;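 active means signal enhancement of 30% or more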;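 further: luminescence tracks abundance of the self-degrading MDM2-luciferase fusion protein; higher signal means inhibition of MDM2 E3 ligase activity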
#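 Buffer or medium: Cells held in DMEM | Assay system: Stable mammalian line carrying autodegrading MDM2–luciferase fusion reporter | Quantity: 2000 cells/well | Times: 4 h settle plus 2 h compound, 37 °C | Doses: One concentration, 5 µM, with 0.2% DMSO | Technique: Luminescence with SteadyLite reagent, 15 min at room temperature | Benchmarks: Plate controls and plate blanks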
# p47phox inh: p47phox/p22phox peptide binding inhibitors, primary screen, biochemical, uHTS, NADPH oxidase regulatory subunit; AID 1274, 2008; hit rate 0.53% among 220,000; fluorescence polarization, 2 h; inhibition, % at 24.7 µM; Neutrophil cytosol factor 1 (Homo sapiens), P14598;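 active means inhibition above about 30%, limit read from the data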;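 further: 0% = p47phox with labelled peptide and 100% = labelled peptide alone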
# Runt-CBFb FRET: inhibitors of RUNX1 Runt–CBFb binding, primary screen, biochemical, FRET, Cerulean-Runt, Venus-CBFb, uHTS; Runt-related transcription factor 1 (Homo sapiens) + Core-binding factor subunit beta …; Cerulean-Runt/Venus-CBFb FRET ratio 530/480, 1 h; inhibition, % at 20 µM; hit rate 0.46% among 220,000;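 active means inhibition over about 50% at 20 µM in the single-dose screen, limit read from the data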;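 further: 0% = DMSO wells and 100% = excess unlabeled CBFb competitor control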
#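 Assay system: Cerulean-Runt domain / Medium: Tris 50 mM pH 7.5, KCl, K2SO4, 0.01% BSA / Timing: protein complex preformed 1 h, compound exposure 1 h, room temperature, dark / Measured by: FRET, excitation 422 nm, emission at 530 and 480 nm / Evaluation: loss of energy transfer signal / Control set: 5 µM unlabeled CBFb as full-inhibition high control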
# Starred values were filed as active, the others as inactive; / = no result given; [ ] = remark or other dose.
SMILES,Runt-SMMHC FRET,L929 necroptosis,14-3-3 Bad PPI,TbHK1 inh,EBV gp42 inh,Hck Nef HTS,Mdm2 ligase inh,p47phox inh,Runt-CBFb FRET
Cc1ccc(C)c(N2CC(O)(c3cccs3)[N+]3=C2CCCC3)c1 (centres undefined),-1,-0.7,-4,7,-1,23,-16,0,2
CCOC(=O)C1=C(O)C(=O)N(Cc2cccnc2)C1c1ccc(C)cc1 (centres undefined),-3,0.4,-5,-3,-16,17,6,-4,1
COc1ccc(CCC(=O)NC2=NCCS2)cc1OC,4,6.9,0,-1,-13,-2,-8,-17,-1
Cc1ccc(S(=O)(=O)NC(C)(C)CSc2ccccn2)cc1,8,0.7,2[fluorescence artefact?],3,-15,3,-8,-11,-2
O=C(c1ccc(-n2cccn2)cc1)N1CCc2ccccc2C1,0,0.3,6,-12,-14,14,-10,-13,-1
COc1ccc(C)cc1NC(=O)CCCN1C(=O)CCC1=O,2,0.5,-1[fluorescence artefact?],0,-7,-11,-10,-7,4
Cc1cc(C)cc(N(C(=O)c2csnn2)C(C(=O)NC(C)(C)C)c2ccncc2)c1 (centres undefined),-1,-0.6,-5,6,-5,19,-5,8,-1
O=C(O)c1ccc(/C=N/Nc2nc3ccccc3[nH]2)cc1,-4,-0.1,-2,-21,-7,-6,-13,-8,6
COc1ccccc1S(=O)(=O)Cc1ccc(C(=O)NCCN2CCCCCC2)o1,2,-0.8,8,1,2,-3,-18,2,0
COc1ccc(Cl)cc1NC(=O)NCc1ccco1,2,1.6,-10,-1,-6,8,-19,-1,0
CCCn1c(=O)c2ccccc2n2c(SCC(=O)N3CCc4ccccc4C3)nnc12,-2,-0.5,5,-1,5,2,-11,-6,-1
O=C(CCN1C(=O)c2ccccc2C1=O)NNC(=O)c1ccc(Cl)cc1Cl,1,0.8,-6,36,-6,-1,-8,-4,-2
Cc1cc(C(=O)N/N=C/c2cn[nH]c2-c2ccccc2)cs1,-2,0.3,1,0,-9,7,3,-24,0
c1ccc(-n2cnnc2SCc2cn3ccsc3n2)cc1,-4,0.2,5,5,-5,1,-2,-11,-1
O=C(NCc1ccc(F)cc1)c1cc(S(=O)(=O)N2CCOCC2)ccc1F,2,0.6,-7,-2,-18,0,-23,-4,-3
O=C(Nc1ccc(S(=O)(=O)N2CCCC2)cc1)c1ccc2c(=O)n3c(nc2c1)CCCCC3,0,3.9,1,-1,-36,1,-10,-13,-7
NCCCC[C@H]1CNC(=S)N1CCc1cccc(F)c1,4,-0.1,-5,-1,-17,0,/,-10,1
CCOc1cc(CNCc2ccc(C(=O)O)cc2)ccc1OC,-6,0.7,-7,-3,-5,-2,-12,-5,0
CCOc1ccccc1-c1nc(-c2ccc(NC(=O)Cc3ccc(OC)cc3)cc2)no1,-2,0.7,32[fluorescence artefact?],12,-14,5,-13,-8,-1
COCCNC(=O)Nc1ccc(F)cc1,-2,0.4,-3,-4,-10,-13,-1,-2,-1
O=C(Nc1cccn2ncnc12)C(Cl)Cl,-3,0.5,-2,3,0,-4,-12,-9,-2
CCCc1cc(-c2n[nH]c(C)c2-c2ccc(C(=O)OCC)o2)c(O)cc1O,1,0.5,3[fluorescence artefact?],8,-13,24,-19,-31,0
COc1cc(C(=O)Nc2nnc(C(C)(C)C)s2)c([N+](=O)[O-])cc1OC,0,0.0,1,-4,-5,10,-10,6,8
Cc1ccc2[nH]c(=O)c(CN(CCN3CCOCC3)C(=O)Nc3ccccc3F)cc2c1,1,0.2,13,-14,-12,1,-8,-7,-2
CS(=O)(=O)N1CCC(C(=O)NCCC2=CCCCC2)CC1,1,1.0,-6,6,-2,3,-8,-2,0

# (further entries)
SMILES,Runt-SMMHC FRET,L929 necroptosis,14-3-3 Bad PPI,TbHK1 inh,EBV gp42 inh,Hck Nef HTS,Mdm2 ligase inh,p47phox inh,Runt-CBFb FRET
C=CCNc1nc(Nc2ccc([N+](=O)[O-])cc2)nc(OC)n1,1,10,-9,-2,0,17,-3,-23,-2
CN(C)Cc1c(C#N)c2ccccc2n1C,7,0.1,-9,3,-26,3,-15,-4,-1
Cn1c(=O)c2c(nc(CN3CCN(C(=O)c4ccco4)CC3)n2Cc2cccc(Cl)c2)n(C)c1=O,-2,-0.7,21,-7,3,-1,-17,-2,-2
O=C(N[C@@H](Cc1ccccc1)C(=O)OCC(=O)N1CCOCC1)c1cccs1,2,4.9,-6,5,-2,-20,-3,0,1
COc1ccc(Cl)cc1NC(=S)NCc1ccco1,6,0.0,-5,1,-22,9,-6,-19,7
Cc1cc(NC(=S)Nc2cccnc2)ccc1Br,2,1.3,-9,-4,-16,18,-6,-10,3
c1ccc(N=Nc2cn[nH]c2-c2ccco2)cc1,-1,69,-16,-14,-3,36,0,-41,-2
CC(=O)Nc1c(OC(C)=O)ccc2c(C)cc(=O)oc12,10,0.6,/,-18,/,38,-24,/,7
Cc1nc2scc(-c3cccs3)c2c(=O)n1CC(=O)O,-3,-0.7,9,-10,-23,6,2,-3,2
Cc1ccc(S(=O)(=O)N(C)C)cc1NC(=S)Nc1ccc2cn[nH]c2c1,3,4.3,-6,1,-4,14,2,-2,8
CN(C)c1ccc(/C=c2\sc3n(c2=O)CCCN=3)cc1,-90,1.1,25[fluorescence artefact?],8,-115,2,-43,-63,-26
COc1ccc(OCC(=O)N2c3ccccc3CCc3ccccc32)cc1,-2,0.0,-15[fluorescence artefact?],28,-5,1,2,-4,-2
O=C(NCc1ccco1)c1ccccc1Nc1ccc(F)cc1,3,-0.5,-3,1,9,7,-11,-8,1
COc1ccc(CN2CCCCC2C)cc1OC (centres undefined),2,-1.6,-9,-8,-9,-1,-16,-6,2
Cc1ccc(N2C(=O)C(CN3CCCCC3)C2c2ccccc2)cc1 (centres undefined),-1,0.5,-2,3,1,21,-6,-2,-2
Cc1c(C=O)c2ccccn2c1C(=O)c1ccncc1,-6,0.5,-8[fluorescence artefact?],-34,-15,1,0,-4,-3
CC(C)(C)CC(=O)NC(=S)NCCc1ccccc1,4,-0.6,-3,2,-6,1,0,-11,2
CCOc1ccc(NC(=O)CSc2nnc(CCNC(=O)c3ccc(OC)cc3)n2C)cc1,-2,-0.2,-14[fluorescence artefact?],41,6,0,-17,-34,3
O=[N+]([O-])c1ccc(O)c(NC(=S)Nc2ccccc2)c1,-4,0.5,2,-13,3,-2,-20,4,7
CC(C)(Oc1ccc(CCNC(=O)c2ccc(Cl)cc2)cc1)C(=O)O,0,3.4,4,-1,-1,-2,/,8,-1
Cc1nc2ccc(NC(=O)N3CCOCC3)cc2s1,-1,-0.5,20,-5,-11,1,-65,-3,-1
CCOC(=O)CSCc1nc(-c2ccc(Cl)cc2)oc1C,3,/,-2,0,2,-5,/,6,0
N=C(N)SCc1nc2ccccn2c1Br,4,2.6,-3,0,-10,2,/,-1,2
COC(=O)C(C)N(C#N)c1nc(C)nc(C)n1 (centres undefined),-2,1.0,-5[fluorescence artefact?],0,-17,1,-11,-3,1
O=c1[nH]nc2n1CCCCC2,3,1.1,2[fluorescence artefact?],6,-14,3,3,-8,0

# (further entries)
SMILES,Runt-SMMHC FRET,L929 necroptosis,14-3-3 Bad PPI,TbHK1 inh,EBV gp42 inh,Hck Nef HTS,Mdm2 ligase inh,p47phox inh,Runt-CBFb FRET
CCOCCCNC(=O)c1cn(CC(C)C)c(=O)c2cc(OC)c(OC)cc12,4,1.3,3,0,-2,-1,-6,-3,2
CC1=NN(C(=O)COc2ccccc2)C(O)(c2cccnc2)C1 (centres undefined),2,2.4,-23,-5,2,25,-5,-10,-1
COc1ccc(N2C(=S)NC3N2C(=S)NC3(C)c2ccccc2)cc1 (centres undefined),3,0.1,-9,2,4,27,-20,-7,12
Cc1c(/C=N/NC(=O)C2(O)c3ccccc3-c3ccccc32)cnn1C,-4,0.9,-21,1,-16,1,-5,0,-2
COc1ccccc1NC(=O)/C(=C/c1cccs1)NC(=O)c1ccco1,-1,0.7,-2,-43,-10,5,-4,-2,2
O=C(O)c1cn(Cc2ccccc2)nc1-c1cccnc1,-2,6.2,-4,-5,-14,27,-13,-3,-1
Cc1cc(N=Nc2ccccc2C(=O)O)c(C)c(C)c1O,-23,-0.4,6,-15,-32,6,-3,-152,-19
CCC1(C)Cc2[nH]c(=O)c(C#N)cc2CO1 (centres undefined),-1,0.5,8,-36,-7,9,-19,-6,-1
CC1(C)COC(c2cccc(C3=NC(C)(C)CO3)n2)=N1,4,1.6,14[fluorescence artefact?],4,-22,2,4,-2,-2
Cc1onc(-c2ccccc2Cl)c1NC(=O)NCc1cccs1,1,-0.1,3,8,-2,9,-9,5,1
Cc1ccc(NC(=O)Nc2ncnc3nc[nH]c23)cc1,1,29,-1,1,-10,25,-16,2,-2
COC(=O)c1cccc(S(=O)(=O)N2CCC(NC(=O)Nc3cccc(F)c3)CC2)c1,1,0.1,5,9,-13,-3,-25,-6,-1
NS(=O)(=O)c1ccc(CCNC(=O)COC(=O)/C=C/c2ccccc2Cl)cc1,0,1.0,9,2,-10,-25,-10,-11,-4
Cc1ccc(CN2CCNC(=O)C2CC(=O)N(Cc2c(C)nn(C)c2C)C2CC2)o1 (centres undefined),1,0.7,-9,1,3,-8,-12,-6,3
CCN(CC)S(=O)(=O)c1cccc(C(=O)OCC(=O)Nc2ccc3c(c2)c2ccccc2n3CC)c1,0,3.0,-15[fluorescence artefact?],-3,-2,-1,10,-28,-1
Cc1ccc(S(=O)(=O)NCC(=O)NC2CCCC2)cc1,128,1.5,-8[fluorescence artefact?],2,-17,5,12,2,/
CCOc1ccc(-c2noc(CCC(N)=O)n2)cc1OCC,-8,1.4,4,-1,-6,5,-3,-4,-1

# Some of these compounds in order of number of heavy atoms, high to low.
SMILES,Runt-SMMHC FRET,L929 necroptosis,14-3-3 Bad PPI,TbHK1 inh,EBV gp42 inh,Hck Nef HTS,Mdm2 ligase inh,p47phox inh,Runt-CBFb FRET
COc1ccc(N2C(=S)NC3N2C(=S)NC3(C)c2ccccc2)cc1 (centres undefined),3,0.1,-9,2,4,27,-20,-7,12
Cc1onc(-c2ccccc2Cl)c1NC(=O)NCc1cccs1,1,-0.1,3,8,-2,9,-9,5,1
Cc1cc(N=Nc2ccccc2C(=O)O)c(C)c(C)c1O,-23,-0.4,6,-15,-32,6,-3,-152,-19
CCC1(C)Cc2[nH]c(=O)c(C#N)cc2CO1 (centres undefined),-1,0.5,8,-36,-7,9,-19,-6,-1
